Source: PubChem BioAssay
HEK cytotox: Cytotoxic Profiling in HEK 293 Cell Line of Diverse Libraries Using Quantitative High-Throughput Screening; HEK 293 viability, ATP luminescence (CellTiter-Glo), 48-72 h; Potency, µM (doses to about 115 µM), inactives show at the highest dose activity change, negative = cytotoxicity, most hits filed as inhibitors; 94,000 tested, 6.6% active; also: potency is read from the fitted curve at half-maximal effect; nearly all actives have a fitted effect of over 60% in size
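ATP-coupled CellTiter-Glo luminescence served as viability read-out, recorded 10 min after reagent addition at room temperature. HEK 293 cells, 250 cells/well, had been incubated with pintool-transferred compound for 48 or 72 hr at 37 degree Celsius.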
SNCA expr inhib: Primary qHTS assay for inhibitors of alpha-synuclein gene (SNCA) expression; HEK-293 SNCA-luciferase knock-in, luminescence, 24 h; Potency, µM (titrated, usually from 57.2 µM), without a hit: at the highest dose activity change, negative = inhibition, hits mostly inhibitors; 140,000 tested, 0.17% active; AID 1671194, 2021;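 also: potency is read from the fitted curve at half-maximal effect; plate controls were DMSO cells for no effect and cell-free wells for full effect; nearly all actives have a fitted effect of over 45% in size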
GPT2 inhibitor: Primary qHTS assay for inhibitors of Glutamate pyruvate transaminase 2 (GPT2) | Potency, µM (top dose mostly 57.7 µM), for the others: at the top dose activity change, negative = inhibition, usual class: inhibitors | 100,000 tested, 0.25% active | Recombinant GPT2, coupled pyruvate oxidase/HRP Amplex Red fluorescence | AID 1671188, 2021 | Alanine aminotransferase 2 (Homo sapiens), Q8TD30; also: potency is read from the fitted curve at half-maximal effect; nearly all actives have a fitted effect of over 60% in size; many of its hits are not listed in these tables
Target sequence (Q8TD30 whole entry, looked up): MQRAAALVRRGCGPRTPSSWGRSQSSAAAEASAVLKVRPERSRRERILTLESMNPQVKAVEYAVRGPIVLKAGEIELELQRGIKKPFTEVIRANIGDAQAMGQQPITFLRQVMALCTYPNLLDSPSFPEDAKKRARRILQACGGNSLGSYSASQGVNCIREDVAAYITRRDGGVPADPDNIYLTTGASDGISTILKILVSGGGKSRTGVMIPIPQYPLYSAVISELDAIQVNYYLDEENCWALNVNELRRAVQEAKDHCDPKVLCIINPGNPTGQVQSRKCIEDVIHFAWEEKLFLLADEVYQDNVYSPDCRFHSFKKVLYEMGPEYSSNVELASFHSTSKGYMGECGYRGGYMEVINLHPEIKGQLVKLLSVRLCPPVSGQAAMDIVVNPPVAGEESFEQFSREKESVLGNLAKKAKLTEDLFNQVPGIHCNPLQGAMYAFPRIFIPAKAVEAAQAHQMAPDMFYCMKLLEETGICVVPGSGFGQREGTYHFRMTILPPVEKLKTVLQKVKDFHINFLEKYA
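Recombinant GPT2 (10ng/uL) with 250uM a-KG and 2mM L-alanine, 30 min at room temperature, in HEPES pH 7.5 buffer. Pyruvate detected by pyruvate oxidase/HRP/Amplex Red fluorescence after 30 min in the dark; AOA (50uM) as positive control.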
HEK293 viab: GF-AFC viability counterscreen for inhibitors of alpha-synuclein gene (SNCA) expression. HEK-293-SNCA-luc viability, GF-AFC fluorescence, 24 h. Potency, µM (top dose mostly 57.1 µM), for inactives: top-dose activity change, negative = cytotoxicity, actives largely listed as cytotoxic. 150,000 tested, 0.12% active;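 also: potency is read from the fitted curve at half-maximal effect; 0% = DMSO-treated cells and -100% = medium-only wells without cells; nearly all actives have a fitted effect of over 30% in size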
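HEK-293-SNCA-luc cells (1500/well) plated 24 h, then exposed 24 h to a dilution series; GF-AFC added 30 min at 37C, fluorescence 405/540 nm; normalised to medium-only and DMSO wells, Hill fit.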
3T3 cytotox: Cytotoxic Profiling in NIH 3T3 Cell Line of Diverse Libraries Using Quantitative High-Throughput Screening. NIH 3T3 viability, CellTiter-Glo ATP luminescence, 48-72 h. Potency, µM (doses to about 96.7 µM), for the others: at the highest dose activity change, negative = cytotoxicity, hits mostly inhibitors. 94,000 tested, 4.3% active; also: potency is read from the fitted curve at half-maximal effect; nearly all actives have a fitted effect of over 55% in size
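First NIH 3T3 cells are plated at 400 cells/well; next compound is pinned in; then plates incubate 48 or 72 hr at 37 °C; finally CellTiter-Glo is added and luminescence read after 10 min.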
Luciferase inh: Firefly luciferase inhibition profiling of diverse chemical library using quantitative high-throughput screening. Luciferin 4-monooxygenase (Photinus pyralis), P08659. purified P. pyralis luciferase, luminescence, biochemical. Potency, µM (series often up to 115 µM), inactives show at the highest dose activity change, negative = inhibition, usual class: inhibitors. 76,000 tested, 2.5% active. AID 1347043, 2019; also: potency is read from the fitted curve at half-maximal effect; nearly all actives have a fitted effect of over 65% in size
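Luminescence read by CCD imager after adding enzyme (10nM final) to wells holding compound, titrated in qHTS. Substrates 10uM each D-luciferin and ATP; buffer 50mM Tris acetate pH 7.5, 10mM Mg acetate, Tween-20, BSA.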
IP6K1 inhibitor: Primary qHTS assay for small molecule inhibitors of Inositol hexaphosphate kinase 1 (IP6K1); AID 1645851, 2021; 140,000 tested, 0.81% active; Inositol hexakisphosphate kinase 1 (Homo sapiens), Q92551; IP6K1 kinase, ADP-Glo luminescence, 2 h; hits give low values; activity change, % (series mostly up to about 58 µM); in the data active = activity change below about -25%
Target sequence (Q92551 whole entry, looked up): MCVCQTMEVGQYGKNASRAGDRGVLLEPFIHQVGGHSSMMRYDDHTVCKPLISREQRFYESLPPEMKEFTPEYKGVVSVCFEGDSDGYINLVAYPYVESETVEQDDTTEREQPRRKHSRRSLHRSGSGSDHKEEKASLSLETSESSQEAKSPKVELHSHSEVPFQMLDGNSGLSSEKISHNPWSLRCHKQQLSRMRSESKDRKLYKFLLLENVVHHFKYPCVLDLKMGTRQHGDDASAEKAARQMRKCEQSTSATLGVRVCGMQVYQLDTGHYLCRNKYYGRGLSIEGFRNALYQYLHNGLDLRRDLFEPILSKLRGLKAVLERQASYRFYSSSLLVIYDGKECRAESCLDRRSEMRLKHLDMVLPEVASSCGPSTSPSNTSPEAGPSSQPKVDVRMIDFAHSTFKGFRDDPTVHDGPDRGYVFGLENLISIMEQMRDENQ
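ADP-Glo luminescence measures ADP made by human IP6K1 during a 2 h RT reaction with ATP/IP6 (mix at 1.3 mM/130 uM); top library doses 57.5 and 19.1 uM final.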
Active calls of the source: *; i = inactive; ? = inconclusive; . = no result given; & = joins results of further samples; ! = a repeat was not active; [ ] = dose if it differs, or a comment. Unless noted, calls follow the shape of the dose curve; as a rule, active = well fitted curve in the direction sought with a large enough effect; inconclusive = small, poorly fitted or top-dose-only effect, or another doubt; inactive = no such curve, though single readings can be large; an effect the other way counts as inactive or inconclusive. Unless noted, % is scaled to controls: 0 for no effect and ±100 for the full control effect. The list is partial; rates above refer to the full screens.

SMILES	HEK cytotox	SNCA expr inhib	GPT2 inhibitor	HEK293 viab	3T3 cytotox	Luciferase inh	IP6K1 inhibitor
COc1ccc(C(=O)NC[C@@H]2CC[C@H]3C[C@@H]2C3(C)C)cc1	100µM*	10%[87.6 µM]	-7%[88.5 µM]	-12%[87.6 µM]	?	-19%[172 µM]	10
COc1cccc(NC(=O)Cn2c(=O)n(-c3ccccc3)c(=O)c3ccc(C(=O)NCc4ccc5c(c4)OCO5)cc32)c1	.	2%	.	-12%	.	.	15
COc1ccc(OC)c(CN2C[C@H]3[C@H](C2)[S+](=O)([O-])C(C)(C)C(=O)N3CCOc2ccccc2)c1	?	4%	1%	-2%	?	-4%	26
CCCCCCOC(=O)/N=C(\N)c1ccc(NCc2nc3cc(C(=O)N(CCC(=O)OCC)c4ccccn4)ccc3n2C)cc1	.	.	-3%	-38%	.	.	5
CC(=O)N1CCc2cc(S(=O)(=O)NC(CC(C)C)C(=O)NCCc3ccccc3)ccc21 (stereo not given)	.	-4%	.	-23%	.	.	4
CCN1CCN(CCN2CC3(CCN(C(=O)c4ccc(C)nc4)CC3)OC2=O)CC1	-10%	8%	-7%[11.5 µM]	7%	1%	1%	44
COc1cc(C)ccc1OCCSc1nc2ccc(NC(=O)c3ccc(C)cc3)cc2s1	.	19%	.	2%	.	.	-21
CC(=O)N1CC[C@@H](CC(=O)O)[C@@H](CC2=NCCc3ccccc32)C1	i	-1%[87.6 µM]	i	-1%[87.6 µM]	i	7%[172 µM]	-10
CCOC(=O)c1scc(-c2ccccc2)c1S(=O)(=O)Nc1ccc(N(C)C)cc1	.	79%[activator]	.	-1%	.	.	0
COc1ccc(Br)cc1C1CC(=O)Nc2c1c(C)nn2-c1nc(C)cc(C)n1 (stereo not given)	.	4%	.	-5%	.	.	1
Cc1cnc(C)c(N2CCN(C(=O)CCCc3c[nH]c4ccccc34)CC2)n1	?	-11%	-6%	-10%	?	12%	11
Cc1cnc(CC2CCCN(Cc3ccc(F)cc3F)C2)n1Cc1ccccc1 (stereo not given)	?	-28%	-2%	-6%	?	.	20
Cc1ccc(C(=O)NC2CCN(c3cc(-c4ccc(F)cc4)[nH]n3)CC2)c(C)c1	-37%	5%	1%	2%	?	-10%	26
CCc1nc2c(c(-c3ccc(Cl)cc3)n1)CN(C(=O)c1cccc(Cl)c1)CC2	-22%	42%[activator]	i	5%	?	6%	0
Cc1noc(-c2cccc(OC3CN(C(=O)CCCc4ccccc4)C3)c2)n1	?	?	-2%	1%	?	9%	-4
O=C(C1CCCC1)N1CCCN(c2ccc3nnc(C4CC4)n3n2)CC1	-25%	.	.	.	-28%	.	7
CCCS(=O)(=O)N1CCCC(c2[nH]ccc2C(N)=O)C1 (stereo not given)	-3%	13%	i	3%[12.5 µM]	i	8%	4
COc1ccccc1Nc1ccnc(N2CCC[C@H]2C(=O)NCCc2ccccc2F)n1	?	-5%	i	-9%	-19%	.	-4
COc1cccc(C(=O)N2CCc3nc(-c4ccc(Cl)cc4)nc(-c4ccccc4)c3C2)c1	?	5%	i	-14%	?	7%	-10
Cc1nnnn1CCCn1nc(C2CCCNC2)n(-c2ccccc2)c1=O (stereo not given)	i	6%	i	1%	3%	-4%	-5
CNC(=O)[C@@H]1C[C@H](Oc2ccccc2)CN1C(=O)Nc1ccccc1	3%	-9%	i	5%	-6%	-3%	4
CN(Cc1ccccc1)c1ccc2nnc(-c3ccccn3)n2n1	?	?	1%[88.5 µM]	-3%[87.6 µM]	45µM*	-27%[172 µM]	-1
CCOc1cc(C2NC(=O)c3c(sc4c3CCN(C)C4)N2)ccc1OC(=O)c1ccc(F)cc1 (stereo not given)	.	-3%	.	11%	.	.	36
CC(C)c1ccc(NC(=O)N[C@H]2CO[C@H]3[C@@H]2OC[C@H]3OC(=O)Nc2cccc(C(F)(F)F)c2)cc1	28µM*	-21%	-10%	-22%	25µM*	4%	4
OCC1(Cc2ccccc2Cl)CCN(Cc2cc3ccccc3o2)CC1	18µM*	?	1%	?	?	5%	11
O=C1CCCCC(CNC(=O)c2ccco2)N1 (stereo not given)	i	-6%	i	1%	i	4%	-9
Cn1cnc(S(=O)(=O)N2CCC(c3noc(-c4cccnc4)n3)C2)c1 (stereo not given)	-1%	-4%	i	9%	i	7%	5
CC1=C(C(=O)Nc2cc(Cl)ccc2C)C(c2ccccc2F)n2ncnc2N1 (stereo not given)	.	4%	.	-5%	.	.	-11
Cc1c(F)cccc1NC(=O)N1CCC(OC2CCN(Cc3ccccc3)CC2)CC1	?	18%	i	12%	?	-8%	-9
Fc1ccc(C(c2ccc(F)cc2)N2CCN(C/C=C/c3ccccc3)CC2)cc1	.	-15%	-9%	-14%	.	.	2

5 structures already listed, arranged by molecular weight, descending:
SMILES	HEK cytotox	SNCA expr inhib	GPT2 inhibitor	HEK293 viab	3T3 cytotox	Luciferase inh	IP6K1 inhibitor
Cc1c(F)cccc1NC(=O)N1CCC(OC2CCN(Cc3ccccc3)CC2)CC1	?	18%	i	12%	?	-8%	-9
OCC1(Cc2ccccc2Cl)CCN(Cc2cc3ccccc3o2)CC1	18µM*	?	1%	?	?	5%	11
Cn1cnc(S(=O)(=O)N2CCC(c3noc(-c4cccnc4)n3)C2)c1 (stereo not given)	-1%	-4%	i	9%	i	7%	5
CNC(=O)[C@@H]1C[C@H](Oc2ccccc2)CN1C(=O)Nc1ccccc1	3%	-9%	i	5%	-6%	-3%	4
CN(Cc1ccccc1)c1ccc2nnc(-c3ccccn3)n2n1	?	?	1%[88.5 µM]	-3%[87.6 µM]	45µM*	-27%[172 µM]	-1

The results go on:
SMILES	HEK cytotox	SNCA expr inhib	GPT2 inhibitor	HEK293 viab	3T3 cytotox	Luciferase inh	IP6K1 inhibitor
COC(=O)c1ccccc1NC(=O)Nc1nnc(N2CCC(C)CC2)s1	.	10%	.	-5%	.	.	5
COc1ccc(CC(=O)Nc2ccc3nc(Nc4cccc(Cl)c4)cc(C)c3c2)cc1	.	?	.	-11%	.	.	26
CCCCCCCCCCCCCCCCCCCCCCO	.	5%	-10%	-1%	.	.	.
O=C(O)COc1ccc(-c2nccc3c2C(=O)N(Cc2cccc(C(F)(F)F)c2)CC(COc2ccc(OC(F)(F)F)cc2)O3)cc1 (stereo not given)	.	2%	i	-3%	.	.	20
Cc1ccc(S(=O)(=O)c2cnc(SCC(=O)Nc3cc(C)cc(C)c3)nc2N)cc1	.	5%	.	-1%	.	.	-2
Cc1ccc(NC(=O)CC2CCCCN(Cc3ccccc3)C2=O)cc1 (stereo not given)	?	-9%	-4%	-17%	?	.	12
Cc1cn2nc(C(=O)Nc3ccc(F)cc3)cc2c(N(C)Cc2ccccc2)n1	?	8%	i	-12%	?	2%	15
Clc1ccc(-c2nnc3n2CCN(Cc2cccc4ccccc24)C3)cc1	i	0%	-1%	0%	-1%	.	-8
COC(=O)[C@@H](C)NC(=O)[C@@H]1CN(C(=O)c2cccc(F)c2)CCN1C(=O)C1CCCCC1	-15%	13%	-8%	0%	-4%	6%	6
COc1ccc(C(=O)N2[C@@H]3CC[C@H]2CC(NC(=O)c2ccc(F)cc2)C3)cc1OC (stereo not given in full)	-10%	-4%	-3%	14%	-17%	2%	17
CCCOc1cccc(C(=O)N(Cc2cc(OC)c(OC)c(OC)c2)C2CCS(=O)(=O)C2)c1 (stereo not given)	.	38%[activator]	.	-1%	.	.	2
COCCCNC(=O)c1ccc(Cn2c(=O)c3ccccc3n(Cc3ccc(C(C)C)cc3)c2=O)cc1	.	.	?	-17%	.	.	-15
COCc1noc([C@@H]2CC(F)(F)CN2C(=O)c2cc(C)on2)n1	1%	-13%	2%	0%	-4%	1%	6
COc1cc(Cl)cc(CN2CCC3(CCOCC3)CC2)c1OC	-33%	3%	i[11.5 µM]	8%	-14%	8%	5
CCc1ccc(NC(=O)CSc2nccn2C2CCCC2)cc1	.	-34%	.	-12%	.	.	7
COc1ccccc1CN1C[C@H]2[C@H](C1)[S+](=O)([O-])C(C)(C)C(=O)N2Cc1ccccc1	?	3%[87.6 µM]	i	-8%[87.6 µM]	-23%[138 µM]	-2%[172 µM]	14
CCn1ccc(C(=O)N2CCCn3cc(-c4cccc(C#N)c4)nc32)n1	?	14%	-12%	-13%	0%	-12%	-11
CCOc1ccc(CNC(=O)Cn2c(=O)c3cccn3c3ccc(F)cc32)cc1OC	.	4%	.	21%	.	.	7
CC(=O)c1ccc(N2CCN(c3ncnc4c3c(-c3ccccc3)cn4-c3ccc(Cl)cc3)CC2)cc1	.	6%	.	-3%	.	.	7
COc1ccc(-c2noc([C@@H]3CCCN3C(=O)Cc3cccc(F)c3)n2)cc1OC	?	5%	i	-13%	?	-2%	-1
CCOc1ccc(CC(=O)Nc2nnc3n2CCS3)cc1	.	?	.	-14%	.	.	3
CN(CCc1ccccc1)C(=O)C1CCCN(C2CCN(C(=O)C3CC3)CC2)C1 (stereo not given)	-1%	-4%	4%	-3%	0%	4%	-6
Nc1c(CC(=O)O)cccc1C(=O)c1ccc(Br)cc1	.	-67%[25.6 µM]	2%	-10%[23.9 µM]	.	.	9
CCOC(=O)c1cc(-c2ccc(OC)cc2)n(CCC(=O)NCc2ccccc2OC)c1C	.	-11%	.	-22%	.	.	-8
NC(=O)C1CCN([C@H]2[C@@H]3OC[C@@H](O3)[C@@H](NCc3ccncc3)[C@@H]2O)CC1	i	16%[87.6 µM]	4%[88.5 µM]	1%[87.6 µM]	i	0%[172 µM]	-3
CN(C(=O)c1ccc(F)cc1)C1CCCc2ccccc21 (stereo not given)	100µM*	98%[activator][87.6 µM]	i	2%[87.6 µM]	?	?	-6
CC1(c2ccccc2)N(Cc2ccccc2F)C(=O)OC12CCN(Cc1cccnc1)CC2 (stereo not given)	?	11%	i	-4%	?	1%	-17
COC(=O)CNC(=O)N1CCC(Oc2ncccc2C(=O)N2CCOCC2)C1 (stereo not given)	-4%	3%	-2%	-3%	4%	6%	3
O=c1n(-c2ccc(C(F)(F)F)cc2)nc2n1CCN(Cc1ccccc1)C2	7.9µM*!	-4%&-11%	0%&4%	-14%&-16%	?	-9%	11&-1
CN(C(=O)Cc1ccccn1)C1CCc2ccccc21 (stereo not given)	1%[172 µM]	47%[activator][87.6 µM]	i	0%[87.6 µM]	-19%[138 µM]	-8%[172 µM]	-7
